High-throughput results (PubChem)
MT1-MMP act inh: blocks activation of human MT1-MMP | HT1080 RFP-PRO-GFP cells, GFP/RFP ratio fluorescence, overnight; percent of plate control window, DMSO zero | GFP/RFP ratio change, % at 20 µM | 360,000 compounds, 0.061% hits | AID 651647;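 active = GFP/RFP ratio change of at least 30% with cell ATP level not reduced by more than half and red fluorescence within 50% of control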; note: strong numbers were not always called active
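Test system: HT1080 RFP-PRO-GFP cells; Benchmarks: DMSO and RFP-L50D-GFP cell wells; Timing: cells overnight before dosing, compound overnight, 37 °C, 5% CO2; Compound: one 20 µM compound dose with 1% DMSO; Read-out: GFP/RFP fluorescence ratio.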
LMPTP inh: LMPTP (human) inhibition. 360,000 compounds, 0.22% hits. inhibition, % at 20 µM. recombinant LMPTP-A, OMFP fluorogenic substrate, fluorescence intensity. AID 651560;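 active = compounds that cut the enzyme signal by at least half of the control window in the single-dose screen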;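 note: plate controls were DMSO wells with enzyme plus substrate for no effect and substrate without enzyme for full effect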
Target sequence (P24666 whole entry, looked up): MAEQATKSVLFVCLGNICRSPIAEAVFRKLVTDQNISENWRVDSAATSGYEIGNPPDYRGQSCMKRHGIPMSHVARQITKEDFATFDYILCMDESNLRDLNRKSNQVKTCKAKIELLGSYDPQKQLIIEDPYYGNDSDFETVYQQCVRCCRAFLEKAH
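Test system: LMPTP-A phosphatase enzyme; input: 0.625 nM LMPTP-A final; reagent: OMFP substrate, 400 µM final; compound dosing: 20 µM single dose, 3% DMSO; incubation: 50 min dark incubation at room temperature; measured by: endpoint fluorescence intensity from OMFP dephosphorylation; measure: % inhibition relative to no-enzyme and uninhibited control wells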
SUMO1 PPI mod: alters human SUMO1 binding to SIM partners. 360,000 compounds, 0.33% hits. SUMO1 binding to a labelled peptide, TR-FRET, 1 h. inhibition, % at 20 µM; in the data active = inhibition above about 37%
Target sequence (P63165 whole entry, looked up): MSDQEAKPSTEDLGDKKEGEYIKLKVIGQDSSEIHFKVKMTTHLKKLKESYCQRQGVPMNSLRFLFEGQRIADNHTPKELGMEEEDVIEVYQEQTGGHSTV
Rpn11 block: blocks the human proteasome subunit Rpn11; human 26S proteasome, Ub4-pepOG fluorescence polarization; 20S core pre-blocked with epoxomicin; calls only at 20 µM; 360,000 compounds, 0.59% hits;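 active = inhibition at 20 µM, scaled to each plate's controls, above about 33%, limit read from the data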
Scp1 inh: inhibitors of human Scp-1 phosphatase | AID 493091 | Recombinant Scp1, phosphopeptide, malachite green phosphate absorbance | 340,000 compounds, 0.88% hits | Q9GZU7 | inhibition, % at 20 µM;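 active = inhibition above about 50% at 20 µM, limit read from the data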;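 note: plate controls were DMSO wells with enzyme for no effect and wells lacking enzyme for full effect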
Target sequence (Q9GZU7 76-261 limits assumed): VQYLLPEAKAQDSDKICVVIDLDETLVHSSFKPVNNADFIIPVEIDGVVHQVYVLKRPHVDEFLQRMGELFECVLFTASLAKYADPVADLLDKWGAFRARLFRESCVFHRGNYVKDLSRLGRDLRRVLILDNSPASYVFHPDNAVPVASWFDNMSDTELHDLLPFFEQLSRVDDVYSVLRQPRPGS
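assay system = SCP-1 phosphatase catalytic domain, residues 76-261 | buffer or medium = 50 mM Tris acetate pH 5.5, 0.005% Tween-20, 10 mM MgCl2 | incubation = enzyme reaction 45 min at room temperature, colour 5 min, stabilisation 30 min | signal = Phosphate-binding colour reagent, absorbance read at 630 nm | measure = % inhibition at 20 µM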
STEP block: inhibitors of human striatal-enriched phosphatase STEP; 360,000 compounds, 0.25% hits; inhibition, % at 20 µM; AID 588621; recombinant STEP, OMFP fluorogenic substrate, fluorescence;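 active = inhibition at 20 µM, scaled per plate between control wells, above about 37%, limit read from the data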;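 note: 0% = DMSO with enzyme and substrate and 100% = substrate only without enzyme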
Target sequence (P54829 whole entry, looked up): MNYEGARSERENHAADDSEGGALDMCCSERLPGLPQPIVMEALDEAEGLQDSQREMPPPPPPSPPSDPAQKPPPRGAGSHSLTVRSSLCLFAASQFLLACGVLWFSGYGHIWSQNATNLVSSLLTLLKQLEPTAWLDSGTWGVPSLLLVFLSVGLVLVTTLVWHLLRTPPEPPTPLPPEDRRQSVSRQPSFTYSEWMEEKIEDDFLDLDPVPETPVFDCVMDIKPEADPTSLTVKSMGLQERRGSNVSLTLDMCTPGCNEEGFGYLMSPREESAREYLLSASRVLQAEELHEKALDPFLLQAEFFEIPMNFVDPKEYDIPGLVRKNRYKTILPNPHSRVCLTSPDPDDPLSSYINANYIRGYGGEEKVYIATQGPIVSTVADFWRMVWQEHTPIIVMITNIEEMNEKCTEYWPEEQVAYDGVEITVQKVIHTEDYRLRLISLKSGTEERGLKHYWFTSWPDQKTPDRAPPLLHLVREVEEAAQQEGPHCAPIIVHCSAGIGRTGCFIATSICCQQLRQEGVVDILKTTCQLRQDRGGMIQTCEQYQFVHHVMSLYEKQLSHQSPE
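Material: STEP (striatal-enriched tyrosine phosphatase) enzyme, cell-free; Compound dosing: 20 µM single dose in 1% DMSO; Technique: fluorescence read at 480 nm ex / 540 nm em; Times: reaction 20 min, ambient temperature; Medium: 50 mM Bis-Tris pH 6.0 with 2.5 mM DTT and 0.005% Tween 20; Also added: OMFP at 25 µM.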
SKN-1 block: C. elegans SKN-1 inhibition; C. elegans VP596 Pgst-4::GFP/RFP ratio, acrylamide-induced, 24 h; inhibition, % at 21.8 µM; 360,000 compounds, 0.49% hits; AID 624304;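 active = interference check ratio from 0.5 to 1.5 plus GFP to RFP signal ratio inhibition reaching or exceeding a fixed threshold, cut at about 30% in these data, passing the limit was not always enough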; note: some compounds called inactive have numbers as strong as hits
DNMT1 inh: inhibitors of human DNMT1 | P26358 | DNMT1 molecular beacon, Hinp1I cleavage, fluorescence | inhibition (reported as % activation of signal), % at 10 µM | 360,000 compounds, 0.83% hits; in the data active = inhibition above about 50%
NadD block: inhibitors of Staphylococcus aureus NadD. purified NadD enzyme, colorimetric absorbance read-out. inhibition, % at 20 µM. 360,000 compounds, 0.78% hits; in the data active = inhibition above about 26%; note: some compounds past the cut are filed as inactive
NRP1-CendR mod: alters CendR peptide binding to human NRP-1; 360,000 compounds, 0.85% hits; inhibition, % at 25 µM; FAM-RPARPAR peptide binding to NRP-1, fluorescence polarization; O14786;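 active = inhibition or corrected inhibition above about 18%, plus a signal ratio from 0.5 to 1.5, limit read from the data, passing the limit was not always enough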; note: strong numbers were not always called active
* hit, by the source's call; i = inactive; x = not tested or not shown; + = active, no number.

SMILES	MT1-MMP act inh	LMPTP inh	SUMO1 PPI mod	Rpn11 block	Scp1 inh	STEP block	SKN-1 block	DNMT1 inh	NadD block	NRP1-CendR mod
COc1ccc(Cc2nc3c([nH]2)c(=O)n(C)c(=O)n3C)cc1OC	0	-0.7	6	i	-12	0	-6	-2	-5	-1
CN(CCc1ccccc1)C(c1cc2ccccc2o1)c1nnnn1C(C)(C)C (stereo not drawn)	-9	2.9	6	x	x	x	8	x	-7	8
COC(=O)C1=C(N)Oc2cc(C)n(C)c(=O)c2C1c1ccc(Cl)cc1 (stereo not drawn)	1	0.9	-2	i	8	-2	3	4	-4	7
COc1cc2[nH]c(C(=O)Nc3ccc(F)cc3)cc2c(OC)c1OC	2	-0.4	-1	i	x	1	-5	-4	-8	4
O=C(NCc1ccccc1)C1c2ccccc2OCC(=O)N1Cc1ccc2c(c1)OCO2 (stereo not drawn)	5	-0.8	-2	x	x	x	10	x	1	-6
CCn1c(CNC(=O)c2ccccc2)nnc1SCC(=O)N1CCN(c2ccccc2)CC1	-6	-2.2	-3	i	4	-2	-9	-2	-2	6
Cn1c(=O)c(C(=O)CN2CCCc3ccccc32)c(N)n(Cc2ccccc2)c1=O	-10	5.2	-18	i	-3	-3	11	-1	18	-51
CC(=O)NC(=S)NNC(=O)CCc1ccccc1	2	1.7	0	i	-1	5	-2	1	-5	-4
Cc1cn([C@H]2C[C@H](O)[C@@H](CNC(=O)[C@H](N)Cc3cccnc3)O2)c(=O)[nH]c1=O	1	-1.3	8	i	x	-1	-4	3	5	2
O=[N+]([O-])c1cccc(C=Nc2cccc3ccccc23)c1O	3	0.5	-13	i	-5	1	15	-16	2	16
Cc1noc(C)c1S(=O)(=O)Nc1ccc(C(=O)NCCc2ccccc2)cc1	2	1.2	-2	i	-5	2	10	13	-3	0
CCC(c1nnnn1Cc1ccco1)N(Cc1cc2cc(OC)ccc2[nH]c1=O)C1CCCCC1 (stereo not drawn)	-13	0.4	10	x	0	5	1	-8	31*	-125
COc1ccc(C(=O)Nc2cccc(OC(=O)c3ccco3)c2)cc1	2	0.2	5	i	-6	0	3	-1	-6	10
Cc1ccc(OCC(=O)Nc2ccccc2Sc2ccccc2)c([N+](=O)[O-])n1	1	0.0	-16	i	-2	-1	2	-6	-6	23
Cc1ccc(CSCc2ccc(C(=O)O)o2)cc1	-3	-1.0	7	i	-10	1	2	-4	-3	6
Cc1c2c([n+]3n1CCC3)CC(C)(C)CC2=O	-3	-1.0	1	i	-4	1	6	-1	7	-3
CCCCn1c(=O)c2ccccc2c2ccccc2c1=O	-18	3.3	1	i	8	0	22	0	3	0
CCC1CCCCN1CCCNS(=O)(=O)c1ccc2c(c1)oc(=O)n2C (stereo not drawn)	-21	3.6	3	+	-1	0	9	3	5	-39
Clc1cccc(CN2CCC3CC2c2cc(N4CCCCC4)ccc23)c1 (stereo not drawn)	3	2.1	3	i	-4	-4	7	9	-4	-23
CCOC(=O)COc1ccc(S(=O)(=O)N2CCc3ccccc3C2)cc1	-2	-0.4	0	i	-15	3	7	-2	-3	-7

Entries shown so far with an aryl thioether with sulfur outside any ring, in the order listed:
SMILES	MT1-MMP act inh	LMPTP inh	SUMO1 PPI mod	Rpn11 block	Scp1 inh	STEP block	SKN-1 block	DNMT1 inh	NadD block	NRP1-CendR mod
CCn1c(CNC(=O)c2ccccc2)nnc1SCC(=O)N1CCN(c2ccccc2)CC1	-6	-2.2	-3	i	4	-2	-9	-2	-2	6
Cc1ccc(OCC(=O)Nc2ccccc2Sc2ccccc2)c([N+](=O)[O-])n1	1	0.0	-16	i	-2	-1	2	-6	-6	23

Record cards, from the list above. Order of screens: MT1-MMP act inh	LMPTP inh	SUMO1 PPI mod	Rpn11 block	Scp1 inh	STEP block	SKN-1 block	DNMT1 inh	NadD block	NRP1-CendR mod
`COc1ccc(Cc2nc3c([nH]2)c(=O)n(C)c(=O)n3C)cc1OC` across the screens: 0	-0.7	6	i	-12	0	-6	-2	-5	-1
`Cc1ccc(CSCc2ccc(C(=O)O)o2)cc1` across the screens: -3	-1.0	7	i	-10	1	2	-4	-3	6

Next section:
SMILES	MT1-MMP act inh	LMPTP inh	SUMO1 PPI mod	Rpn11 block	Scp1 inh	STEP block	SKN-1 block	DNMT1 inh	NadD block	NRP1-CendR mod
CC/C(=N\O)c1ccc(OC)c(OC)c1	2	-3.0	0	i	-4	-1	-17	-1	0	0
COc1ccc(C2OC(=O)CC2C(=O)NCc2ccccc2Cl)cc1OC (stereo not drawn)	-3	-0.3	-1	i	-4	-3	-3	1	-4	-10
CCC(c1nnnn1C1CCCCC1)N(Cc1ccco1)Cc1cc2ccc(OC)cc2[nH]c1=O (stereo not drawn)	-4	0.5	-11	i	-8	8	7	-8	-7	29*
CN(C(=O)C1CCCN(c2ncnc3c2nc2n3CCCCC2)C1)c1cccc(Cl)c1 (stereo not drawn)	-3	0.5	1	i	-5	0	23	-3	0	-5
Cc1cc(C)cc(NC(=O)c2cc(S(=O)(=O)N3CCCC3)cn2C)c1	-1	-0.5	-3	i	-5	2	2	-5	-7	4
O=C(NC1CCSc2ccccc21)c1ccc(F)c(S(=O)(=O)N2CCOCC2)c1 (stereo not drawn)	1	-0.7	3	i	-1	1	-13	-3	-6	0
CCC(Sc1nc2ncnc(N)c2[nH]1)C(=O)O (stereo not drawn)	-2	-1.4	0	i	-4	-4	11	2	-4	18
Cc1nc(CSc2ccc(Cl)cc2)cc(N2CC(C)OC(C)C2)n1 (stereo not drawn)	-3	-1.1	0	i	-3	-1	-7	1	-1	2
COc1cccc(-c2cccc(NC(=O)C3CCN(C4CCC4)CC3)c2)c1	-1	-0.7	-2	i	-8	-1	7	3	-9	11
CC(C)CC(NC(=O)CCl)c1ccccc1 (stereo not drawn)	1	-1.8	0	i	-2	0	9	1	-5	0
OCC1(CCOc2ccccc2)CCN(Cc2cn[nH]c2-c2ccc(F)cc2)CC1	4	-3.1	1	i	-9	2	-8	1	-7	-13
CCN(CC)S(=O)(=O)c1ccc(N2CCOCC2)c(NC(=O)Cc2ccc(Cl)cc2)c1	0	0.8	3	i	-15	3	3	-3	-3	-6
COC(=O)[C@]1(C)N[C@H](CN(C)S(=O)(=O)c2ccc(-c3ccccc3)cc2)[C@@H]2C(=O)N(C)C(=O)[C@@H]21	-2	-0.8	2	i	-8	-3	12	4	3	0
CCOCCOC(=O)C1=C(C)Nc2ccc(C)cc2S1	-5	-2.0	0	i	-8	0	-12	-5	9	-3
CCc1ccccc1NC(=O)CC(c1ccc(OC)cc1)n1cccc1 (stereo not drawn)	15	-2.1	-3	i	-14	0	11	-1	-3	7
COc1ccccc1NC(=S)NN1CCN(C)CC1	0	-3.3	-5	i	-8	-1	-3	1	-3	-5
CCNC(=O)C1CCCN(C(=O)Cc2cccs2)CC1 (stereo not drawn)	0	-1.0	0	i	x	0	2	12	-6	-15
Cc1ccc(CNC(=O)C2CC(c3cc(C(F)(F)F)cc(C(F)(F)F)c3)=NO2)o1 (stereo not drawn)	-4	-0.1	1	i	-6	3	8	7	-11	-6
O=C(c1ccco1)N(Cc1cc2ccccc2[nH]c1=O)C1CCCCC1	-2	-1.9	3	i	-2	9	24	7	-1	0
CC(OC(=O)c1ccc(Cl)c(S(N)(=O)=O)c1)C(=O)NCc1ccc2c(c1)OCO2 (stereo not drawn)	1	-0.2	2	i	-1	-2	-9	-6	-6	4
CC1(C(=O)OCC(=O)Nc2ccc(S(=O)(=O)N3CCOCC3)cc2)CC1(Cl)Cl (stereo not drawn)	2	-1.0	14	i	-15	0	2	-3	-9	4
O=C(O)CCc1ccc(-c2ccccc2)n1-c1ccc(C(=O)O)cc1	2	0.1	1	i	-17	7	6	2	-1	-6
O=C(c1ccc(Br)s1)N1CCc2ccccc2C1	4	-0.1	4	i	1	0	2	3	-4	-2
Cc1onc(-c2ccccc2)c1C(=O)N(Cc1ccccc1)C(C)C	5	0.1	3	i	-1	0	16	5	-3	0
CC1=C(C(=O)Nc2cccc(C)n2)C(c2ccc3c(c2)OCO3)C2=C(CC(c3ccco3)CC2=O)N1 (stereo not drawn)	1	2.0	-1	i	-4	3	-23	-5	8	-7
CC(C)(C)c1ccc(Oc2ccc(N)cn2)cc1	-59	0.6	2	+	-3	2	12	-9	3	-214
O=C(NCc1ccco1)c1noc2c1CCCCC2	-2	-1.0	1	i	-3	1	7	-1	-6	7
Cn1nnnc1SCC(=O)NC(=O)NCc1ccccc1	-4	-1.5	-1	i	-9	0	84	6	2	-1
O=C(NC(=S)Nc1ccccc1Cl)c1ccco1	1	0.5	2	i	4	-1	-16	1	-2	4
CN(C)/C=C/C(=O)c1ccc(Cl)cc1Cl	7	-1.1	0	i	-3	-1	-16	0	-4	11
CCOc1ccc(NC(=O)C2C3C=CC4(O3)C2C(=O)N(Cc2cccnc2)C4C(=O)NC2CCCCC2)cc1 (stereo not drawn)	0	-1.3	5	i	-7	-2	-6	3	-3	0
CN(CCC#N)C(=O)COC(=O)c1cccnc1Nc1ccccc1F	-2	-0.6	-2	i	-1	-3	-1	1	5	-1
CCOC(=O)N1CCC(NC(=O)c2csc3c2CCCC3)CC1	3	-0.6	4	i	2	7	25	1	-4	0
Cc1c(C(=O)NC(Cc2ccccc2)c2nc3ccccc3[nH]2)cccc1[N+](=O)[O-] (stereo not drawn)	-12	0.3	-5	i	1	4	1	-10	-2	-7
Cc1c(-c2cccc(NC(=O)c3ccco3)c2)nc2ncccn12	-5	0.6	-16	i	-17	2	-3	1	-4	-6
CC(C)[C@H](NC(=O)N1CCn2c1nc1ccccc12)C(=O)NCc1ccc2c(c1)OCO2	0	0.1	4	i	-6	1	24	1	0	10
Cc1cc(C)cc(Nc2cc(=O)n(C3CCCCC3)c(=O)[nH]2)c1	-9	-1.0	-2	i	-6	1	7	-10	9	-10
CC(C)c1nc(-c2ccccc2)c(-c2ccccc2)[nH]1	-1	-0.2	-4	i	-6	-6	-6	-7	-4	-1
O=C(CCn1c(=O)c2ccccc2n(CC(=O)NCCC2=CCCCC2)c1=O)NCc1ccco1	2	-1.9	1	i	-3	-3	35*	3	-4	17
COc1ccc(/C=C/CN2CCC(C(=O)NC(c3ccc(F)cc3)c3ccc4ccccc4n3)CC2)cc1 (stereo not drawn)	-1	1.9	-7	i	x	4	0	-8	5	-4
CCOc1ccccc1NC(=O)c1ccc(OCC(=O)N2CCOCC2)c(OC)c1	2	-1.3	2	i	-4	-1	2	3	2	-3
CS(=O)(=O)Nc1cccc(C2=NN(C(=O)c3ccco3)C(c3cccs3)C2)c1 (stereo not drawn)	-1	-0.4	-10	i	-7	-3	2	1	-2	13
